# High-throughput results deposited in PubChem by National Center for Advancing Translational Sciences (NCATS).
# KAT2A inh – inhibitors of human GCN5L2 histone acetyltransferase. Q92830. GCN5L2 HAT assay, ThioGlo1 CoA-SH fluorescence. Potency, µM (top dose mostly 58.9 µM), without a hit: at the top dose activity change, negative = inhibition, usual class: inhibitors. hit rate 0.21% among 390,000
#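 Compounds, pin-transferred from DMSO stocks, meet 20nM GCN5L2 for 15 min before the reaction begins with H3(1-25) peptide (75uM) and acetyl-CoA (70uM). Thiol-reactive ThioGlo1 reports CoA release over 20 min at room temperature.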
# TDP1 inh – blocks human tyrosyl-DNA phosphodiesterase 1. AID 485290. Potency, µM (titrated, usually from 130 µM), without a hit: top-dose activity change, negative = inhibition, most hits filed as inhibitors. recombinant TDP1, AlphaScreen DNA substrate cleavage. hit rate 0.28% among 350,000; further: nearly all actives have a fitted effect of over 40% in size
# Target sequence (Q9NUW8 whole entry, looked up): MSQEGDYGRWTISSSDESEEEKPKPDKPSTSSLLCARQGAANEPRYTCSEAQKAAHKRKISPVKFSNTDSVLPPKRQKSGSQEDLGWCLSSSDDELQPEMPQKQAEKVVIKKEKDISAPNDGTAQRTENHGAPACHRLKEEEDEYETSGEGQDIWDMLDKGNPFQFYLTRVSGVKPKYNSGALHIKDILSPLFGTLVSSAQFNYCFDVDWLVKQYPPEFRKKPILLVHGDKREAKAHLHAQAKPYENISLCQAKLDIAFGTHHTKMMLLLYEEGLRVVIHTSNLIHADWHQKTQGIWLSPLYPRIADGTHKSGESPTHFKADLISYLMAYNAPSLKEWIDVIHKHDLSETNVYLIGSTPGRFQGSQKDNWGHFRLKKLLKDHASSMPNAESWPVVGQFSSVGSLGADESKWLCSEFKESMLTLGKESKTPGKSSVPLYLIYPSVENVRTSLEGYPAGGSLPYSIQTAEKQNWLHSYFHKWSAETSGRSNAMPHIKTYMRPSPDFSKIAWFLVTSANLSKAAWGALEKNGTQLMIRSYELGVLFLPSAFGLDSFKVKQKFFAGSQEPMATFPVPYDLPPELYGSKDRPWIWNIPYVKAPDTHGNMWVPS
#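 Compounds were preincubated with Tdp1 (1 nM final) for 15 min at room temperature before substrate (15 nM final) started a 5 min reaction; beads (10 ug/ml final) were then added for 10 min before AlphaScreen detection.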
# TDP1 cell noCPT – qHTS for Inhibitors of human tyrosyl-DNA phosphodiesterase 1 (TDP1): qHTS in cells in absence of CPT | DT40 Tdp1-/- hTDP1 cells, no CPT, ATP luminescence, 48 h | hit rate 15% among 420,000 | Potency, µM (top dose mostly 46.2 µM), for inactives: at the top dose activity change, negative = growth inhibition, usual class: inhibitors | AID 686978, 2013; further: nearly all actives have a fitted effect of over 55% in size
#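 Stably hTDP1-transfected Tdp1-null chicken DT40 cells were treated with library compounds minus camptothecin and grown for at least 48 hr at 37 °C, after which cellular ATP was quantified by luminescence.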
# Active calls of the source: *; ? = inconclusive; nt = not tested or not shown; [ ] = dose if it differs, or a comment. The call rests on the fitted dose curve; in most records, active means well fitted curve in the direction sought with a large enough effect; inconclusive means small, poorly fitted or top-dose-only effect, or another doubt; inactive means no such curve, though single readings can be large; an effect the other way counts as inactive or inconclusive. On the % scale 0 is the no-effect control and ±100 the full control effect; potency means the concentration at half of the fitted maximal effect.
canonical_smiles,KAT2A inh,TDP1 inh,TDP1 cell noCPT
Cc1sc2nc(-c3ccccc3)[nH]c(=O)c2c1-c1ccccc1,-5.9%,2.6%,nt
Cc1cc(=O)c2cccc(Br)c2[nH]1,-4.5%,2.4%,-20.9%
Cc1nnc(SCCn2c(N3CCC(C)CC3)nc3c2c(=O)[nH]c(=O)n3C)s1,nt,5.1%,-17.5%
COc1cccc(-c2ccc(SCC(=O)c3ccccc3)nn2)c1,?,0.0%,?
COc1ccc(S(=O)(=O)N2CC(O)CC2C(=O)OCC(=O)Nc2ccc(Cl)cn2)cc1 (stereo unspecified),-5.2%,5.2%,-8.5%
COc1ccc(C(=O)OCC(=O)NCCN2C(=O)CSC2=O)cc1[N+](=O)[O-],-2.5%,-0.6%,6.7%
O=C(O)C1CC(=O)N(C2CCCCC2)C1c1ccccc1 (stereo unspecified),0.5%,-0.9%,-22.5%
COc1cccc(C(c2c(NC(=O)c3ccco3)sc(C)c2C)N2CCOCC2)c1 (stereo unspecified),-16.6%,3.9%,?

# Three compounds already listed, ordered by heavy-atom count, descending.
canonical_smiles,KAT2A inh,TDP1 inh,TDP1 cell noCPT
COc1ccc(C(=O)OCC(=O)NCCN2C(=O)CSC2=O)cc1[N+](=O)[O-],-2.5%,-0.6%,6.7%
COc1cccc(-c2ccc(SCC(=O)c3ccccc3)nn2)c1,?,0.0%,?
Cc1sc2nc(-c3ccccc3)[nH]c(=O)c2c1-c1ccccc1,-5.9%,2.6%,nt

# The main list resumes, starting 2 compounds before the break.
canonical_smiles,KAT2A inh,TDP1 inh,TDP1 cell noCPT
O=C(O)C1CC(=O)N(C2CCCCC2)C1c1ccccc1 (stereo unspecified),0.5%,-0.9%,-22.5%
COc1cccc(C(c2c(NC(=O)c3ccco3)sc(C)c2C)N2CCOCC2)c1 (stereo unspecified),-16.6%,3.9%,?
O=C(CSc1ncccn1)N1CCN(C(c2ccccc2)c2ccccc2)CC1,-10.7%,7.9%,?
Nc1nc(Br)c2ccccc2c1-c1ccccc1,-2.7%,nt,-29.6%
N#Cc1ccc(C(=O)N2CCN(c3ncccn3)CC2)cc1,-34.7%,nt,-5.3%
CC(c1ccc2c(c1)OCO2)n1c(=S)[nH]c2ccccc2c1=O (stereo unspecified),-4.3%,-0.5%[56.1 µM],?
CCOc1ccc(-c2c(C)nn3c(C)c(C(=O)NCCN(C)C)cnc23)cc1OCC,3.0%,-0.6%,-9.8%
CCc1ccccc1N(CC(=O)N1CCN(c2ccccc2F)CC1)S(C)(=O)=O,-14.3%,3.3%,?
Cc1noc(C)c1CSCC(=O)Oc1ccc(N(C)S(=O)(=O)c2ccccc2)cc1,-9.5%,2.5%,-9.7%
Cc1ccc(S(=O)(=O)NCCc2ccc(S(N)(=O)=O)cc2)cc1,-6.2%,-1.1%,-0.7%
Cc1nc(-c2cc(-c3nc(-c4cc(C(F)(F)F)cc(C(F)(F)F)c4)no3)no2)cs1,1.9%,5.1%,?

# Random excerpt: 4 entries already listed
canonical_smiles,KAT2A inh,TDP1 inh,TDP1 cell noCPT
Cc1ccc(S(=O)(=O)NCCc2ccc(S(N)(=O)=O)cc2)cc1,-6.2%,-1.1%,-0.7%
COc1ccc(C(=O)OCC(=O)NCCN2C(=O)CSC2=O)cc1[N+](=O)[O-],-2.5%,-0.6%,6.7%
COc1cccc(C(c2c(NC(=O)c3ccco3)sc(C)c2C)N2CCOCC2)c1 (stereo unspecified),-16.6%,3.9%,?
CCOc1ccc(-c2c(C)nn3c(C)c(C(=O)NCCN(C)C)cnc23)cc1OCC,3.0%,-0.6%,-9.8%

# An excerpt. The share of hits here may be higher or lower than overall.
